# NALP3 yeast inh: inhibitors of NALP3 inflammasome in yeast | actives 0.39% (n = 330,000) | AID 2825 | Yeast reconstituted NLRP3/ASC/caspase-1, beta-gal luminescence, 24 h | inhibition, % at 10 µM;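 active means inhibition of 50% or more; inactive means inhibition below 50%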;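 further: plate controls were induced DMSO wells for no effect and uninduced yeast grown without galactose for full effect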
# mIAP act: mouse IAP activation; muIAP, CDP-Star luminescence, 30 min; hits give high values; 1 = vehicle-only enzyme signal, 0 = enzyme-free wells; activation factor at 10 µM; actives 0.24% (n = 330,000);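 active means activation factor of at least 2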; further: the source names both 10 and 20 µM as test concentration; values of inactives mirror those of a sister screen read the other way
#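 System: Mouse IAP enzyme | Also added: CDP-Star substrate | Dosing: Compounds dispensed in DMSO | Schedule: 30 min enzyme-substrate-compound incubation at room temperature | Technique: Chemiluminescence readout | Control set: DMSO-only wells and no-enzyme negative control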
# MIN6 prolif: induces beta-cell replication in MIN6 cells; proliferation, % at 10 µM; MIN6 cells proliferation, ATPlite luminescence, 48 h; cells starved in 0.2% serum; 100% = growth in 10% serum; AID 2380; actives 0.29% (n = 330,000);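 active means compounds whose signal lies at least 3.5 SD above the mean of all wells on their plate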;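 further: 0% = DMSO-treated cells in low-serum medium and 100% = 10% serum control; some compounds called inactive have numbers as strong as hits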
# mIAP block: mouse IAP inhibition; purified mouse IAP, CDP-Star luminescence, 30 min; inhibition, % at 10 µM; actives 0.2% (n = 330,000);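 active means inhibition of at least 40% at 10 µM in the primary screen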;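 further: plate controls were DMSO with enzyme for no effect and no enzyme wells for full effect; values of inactives mirror those of a sister screen read the other way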
# A3G deaminase: inhibitors of human APOBEC3G DNA deaminase. Q9HC16. recombinant A3G, ssDNA deamination FAM/TAMRA fluorescence. inhibition, % at 20 µM. actives 0.28% (n = 330,000);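 active means inhibition of at least 40% at 20 µM, with no more than 30% in the related APOBEC3A deaminase screen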;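 further: plate controls were DMSO wells with A3G for no effect and wells lacking A3G enzyme for full effect; some compounds called inactive have numbers as strong as hits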
# Target sequence (Q9HC16 whole entry, looked up): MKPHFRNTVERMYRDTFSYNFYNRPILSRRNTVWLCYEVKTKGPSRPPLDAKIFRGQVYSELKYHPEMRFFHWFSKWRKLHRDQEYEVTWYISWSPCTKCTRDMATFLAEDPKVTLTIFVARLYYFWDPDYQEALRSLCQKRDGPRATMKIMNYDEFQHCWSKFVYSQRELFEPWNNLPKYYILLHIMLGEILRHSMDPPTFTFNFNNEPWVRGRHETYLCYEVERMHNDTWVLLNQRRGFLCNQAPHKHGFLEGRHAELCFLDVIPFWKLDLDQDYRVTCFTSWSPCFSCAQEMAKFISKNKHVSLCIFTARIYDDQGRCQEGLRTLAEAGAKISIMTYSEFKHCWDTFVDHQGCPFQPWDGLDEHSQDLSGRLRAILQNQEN
# SENP1 FRET inh: blocks the human SENP1 SUMO protease catalytic domain | recombinant SENP1 catalytic domain, CyPet-SUMO1-YPet FRET cleavage | inhibition, % at 10 µM | actives 0.21% (n = 360,000) | AID 624204;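 active means inhibition at least 30% at 10 µM, raw YFP signal under a set limit, fluorescence ratio 0.5 to 1.5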;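 further: 0% = enzyme with DMSO and 100% = no enzyme wells; some results filed as inactive read as strong as hits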
# Target sequence (Q9P0U3 419-644 limits assumed): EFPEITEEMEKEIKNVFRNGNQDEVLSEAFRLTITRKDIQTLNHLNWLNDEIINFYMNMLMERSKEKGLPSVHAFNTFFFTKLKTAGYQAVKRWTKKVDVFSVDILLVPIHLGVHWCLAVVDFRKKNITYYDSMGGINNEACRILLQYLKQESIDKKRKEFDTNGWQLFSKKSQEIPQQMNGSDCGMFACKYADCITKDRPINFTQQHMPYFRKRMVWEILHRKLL
#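 System: Recombinant human SENP1 catalytic domain, His6-tagged | Incubation: Enzyme reaction for 50 min at room temperature, dark | Medium: Tris pH 8 with BME, BSA, NP40 and catalase | Also added: 25 nM SUMO1 FRET substrate | Compound: 10 µM single point, 0.5% DMSO | Measured by: FRET fluorescence in CFP and YFP emission channels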
# hIAP act: human IAP activation. activation factor at 10 µM. P09923. actives 0.16% (n = 330,000). AID 2524. purified human IAP, CDP-Star luminescence, 30 min; hits give high values; 1 = vehicle-only enzyme, 0 = enzyme-free background;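 active means activation factor of the enzyme at least 2-fold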; further: the source names both 10 and 20 µM as test concentration; values of inactives mirror those of a sister screen read the other way
# A3A deaminase: blocks human APOBEC3A ssDNA deamination; P31941; recombinant A3A, FAM/TAMRA ssDNA deamination fluorescence; inhibition, % at 20 µM; actives 0.41% (n = 330,000);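 active means at least 40% inhibition at 20 µM here, with at most 30% in a related deaminase screen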;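 further: plate controls were A3A with DMSO for no effect and wells lacking A3A enzyme for full effect; some results filed as inactive read as strong as hits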
# Target sequence (P31941 whole entry, looked up): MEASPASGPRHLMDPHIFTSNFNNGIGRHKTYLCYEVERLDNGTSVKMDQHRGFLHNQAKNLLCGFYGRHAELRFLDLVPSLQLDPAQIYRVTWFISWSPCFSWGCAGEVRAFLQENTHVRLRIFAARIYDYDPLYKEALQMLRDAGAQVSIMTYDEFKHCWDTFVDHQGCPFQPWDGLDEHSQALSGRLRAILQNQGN
# hIAP block: blocks human intestinal alkaline phosphatase; inhibition, % at 10 µM; actives 0.12% (n = 330,000); AID 2544; purified IAP, CDP-Star luminescence, 30 min; P09923;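 active means inhibition reaching a set limit with compound at 10 µM in the primary screen, cut at about 35% in these data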;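 further: plate controls were DMSO wells with enzyme for no effect and no-enzyme buffer wells for full effect; values of inactives mirror those of a sister screen read the other way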
# Starred values were filed as active, the others as inactive; . = not tested or not shown; & = joins results of further samples. This is a subset. The share of hits here may be higher or lower than overall.
SMILES,NALP3 yeast inh,mIAP act,MIN6 prolif,mIAP block,A3G deaminase,SENP1 FRET inh,hIAP act,A3A deaminase,hIAP block
CCC1(C(=O)c2ccccc2)C2c3ccccc3OC(=O)C21C(C)=O (centres undefined),-1.3,1.02,-0.1,-1.6,-11.9,-0.8,0.941,-1.1,5.9
O=C1NC(=S)NC(=O)C1=Cc1ccc(Br)s1,16.6,0.398,-5.0,60.2*,52.6,-4.7,1.06,73.7,-5.6
COc1cccc(C(=O)C2CCCN(Cc3ccc4nonc4c3)C2)c1 (centres undefined),17.4,1.06,2.3,-6.1,1.2,3.0,0.769,-0.4,23.1
COC(=O)CC1NC2CCCCC2NC1=O (centres undefined),-3.7,0.99,0.2,1.0,-5.5,0.9,0.929,-1.7,7.1
c1ccc2c3c([nH]c2c1)CNCC3,12.8,1.12,-1.1,-12.1,-5.2,-1.9,1.37,3.5,-36.8
O=C(Cc1ccccc1)N1CCN(Cc2cccnc2)CC1,3.2,1.1,-0.8,-10.4,-6.7,0.7,1.09,-5.1,-8.8
C[C@]12CC[C@H]3C(CCC4(O)CC(O)CC[C@]34C=O)C1=CC[C@H]2c1ccc(=O)oc1 (some centres undefined),6.7,0.947,0.5,5.3,-7.2,-0.5,1.16,-3.1,-16.4
Cc1ccc(/C=C2/Sc3ccc(C(=O)N4CCC5(CC4)OCCO5)cc3NC2=O)cc1,-0.2,1.02,-4.5,-1.8,-5.8,2.0,1.02,-4.3,-2.5
CC1SC2(CN3CCC2CC3)NC1=O (centres undefined),25.1,1.05,1.9,-5.0,-1.1,1.0,1.23,-2.8,-23.1
C=CCn1c(O)c(Cc2ccc(OCC)cc2)c(=O)[nH]c1=O,15.1,1.02,2.8,-1.6,-5.7,-0.8,0.882,-1.6,11.8
N#Cc1ccc(Cn2cc(C=O)c3ccccc32)cc1,11.0,0.882,-1.5,11.8,-6.7,0.1,1.02,-6.5,-1.9
CCCCCCOC(=O)c1ccccc1N,15.4,1.03,1.6,-3.0,-5.5,0.5,1.06,-1.5,-5.6
CCOC(=O)c1c(C)c(C(=O)N2CCC3(CC2)OCCO3)c(C)n1CC,22.6,1,-2.5,0.0,-6.6,-0.3,1.07,-3.1,-7.5
O=C1CN(C(=O)COC(=O)Cc2ccccc2)c2ccccc2N1,-1.3,1.01,-3.0,-0.9,-6.1,1.4,0.843,-1.9,15.7
Cc1cc(C)c(NC2=NCCCS2)c(C)c1,-4.8,1.09,0.1,-8.7,-3.0,-0.7,1.03,-2.4,-3.5
CN(C)C(=O)Oc1ccc(-c2cn3cc(Cl)ccc3n2)cc1,19.7,1.01,-3.1,-0.8,-2.2,2.1,1.05,-1.9,-5.5
O=[N+]([O-])c1ccc(NCCCN2CCOCC2)c2ncccc12,24.4,0.952,-0.2,4.8,-7.8,-14.6,0.88,-0.9,12.0
C=C(C)C(Cc1c(OC)ccc(C(=O)/C=C/c2ccc(O)cc2)c1O)OO (centres undefined),44.8,0.923,-6.3,7.7,-6.3,15.8,0.89,-1.4,11.0
CC(C)c1ccc(NC(=O)CSc2nnc(OC(=O)N(C)C)n2C2CC2)cc1,-1.7,1.03,4.1,-3.2,-3.3,4.5,1.17,0.0,-17.3
CC(C)CN1CCN(Cc2ccc(F)cc2Cl)CC1CCO (centres undefined),-10.9,1.16,2.2,-15.9,-2.1,0.7,1.09,-2.6,-8.7

# Exported tab-delimited: entries from further up.
SMILES	NALP3 yeast inh	mIAP act	MIN6 prolif	mIAP block	A3G deaminase	SENP1 FRET inh	hIAP act	A3A deaminase	hIAP block
O=C(Cc1ccccc1)N1CCN(Cc2cccnc2)CC1	3.2	1.1	-0.8	-10.4	-6.7	0.7	1.09	-5.1	-8.8
C[C@]12CC[C@H]3C(CCC4(O)CC(O)CC[C@]34C=O)C1=CC[C@H]2c1ccc(=O)oc1 (some centres undefined)	6.7	0.947	0.5	5.3	-7.2	-0.5	1.16	-3.1	-16.4
Cc1ccc(/C=C2/Sc3ccc(C(=O)N4CCC5(CC4)OCCO5)cc3NC2=O)cc1	-0.2	1.02	-4.5	-1.8	-5.8	2.0	1.02	-4.3	-2.5
CC1SC2(CN3CCC2CC3)NC1=O (centres undefined)	25.1	1.05	1.9	-5.0	-1.1	1.0	1.23	-2.8	-23.1
C=CCn1c(O)c(Cc2ccc(OCC)cc2)c(=O)[nH]c1=O	15.1	1.02	2.8	-1.6	-5.7	-0.8	0.882	-1.6	11.8

# Some of the entries so far, tab-delimited.
SMILES	NALP3 yeast inh	mIAP act	MIN6 prolif	mIAP block	A3G deaminase	SENP1 FRET inh	hIAP act	A3A deaminase	hIAP block
CC(C)CN1CCN(Cc2ccc(F)cc2Cl)CC1CCO (centres undefined)	-10.9	1.16	2.2	-15.9	-2.1	0.7	1.09	-2.6	-8.7
O=[N+]([O-])c1ccc(NCCCN2CCOCC2)c2ncccc12	24.4	0.952	-0.2	4.8	-7.8	-14.6	0.88	-0.9	12.0

# Next entries.
SMILES,NALP3 yeast inh,mIAP act,MIN6 prolif,mIAP block,A3G deaminase,SENP1 FRET inh,hIAP act,A3A deaminase,hIAP block
CC(Cc1ccccc1)NC(N)=O (centres undefined),6.4,0.945,0.5,5.5,-5.1,0.1,0.972,-1.5,2.8
CCC(=NCc1ccc2c(c1)OCO2)c1c(O)n(C)c(=O)n(C)c1=O,25.2,0.992,-2.0,0.8,0.7,-1.6,1.02,1.1,-1.9
CCOP(=O)(OCC)c1cc(C)c(O)c(C(C)(C)C)c1,1.9,1.09,-2.0,-9.1,-4.8,2.7,1.03,-3.3,-3.2
C=CCN1C(=O)/C(=C/c2cc(C)n(-c3ccccn3)c2C)C(=O)NC1=S,6.3,0.864,-2.4,13.6,-2.1,-1.7,0.925,2.7,7.5
CCC(c1ccc(C)cc1)N1C(=O)C2C3CCC(O3)C2C1=O (centres undefined),21.2,1.02,-1.2,-1.6,-4.5,0.1,1.02,2.3,-1.9
CCN1CCN(C(=O)COc2ccc3c(c2)C(=O)CC2(CCN(C(C)=O)CC2)O3)CC1,2.1,1.06,-2.5,-6.4,-2.8,-8.1,0.976,-0.4,2.4
CCC(C)N1C(=O)/C(=C\c2ccc(N3CCCCCC3)cc2)C(=O)NC1=S (centres undefined),17.8,0.795,-3.9,20.5,-1.4,-15.8,1.02,-0.7,-2.4
C=CCn1c(O)c(C(CC)=NC2CC2)c(=O)[nH]c1=O,11.0,0.844,-0.8,15.6,-7.9,1.1,1.07,-3.8,-7.3
C=CCn1c(O)c(C(CC)=Nc2ccc(NC(C)=O)cc2)c(=O)[nH]c1=O,11.6,0.992,1.3,0.8,-7.5,2.5,0.909,-4.5,9.1
COc1cc(/C=C(/C)[N+](=O)[O-])ccc1OCc1ccccc1Cl,16.0,0.901,-5.9,9.9,-3.5,1.5,1.07,1.6,-6.8
CCn1cc(C=C2C(=O)NC(=O)NC2=O)c2ccccc21,19.6,0.868,-2.9,13.2,-5.9,1.0,0.993,1.3,0.7
Cc1cc2c(C(F)(F)F)cc(=O)oc2c2c1NCCC2,22.5,1.58,-1.1,-58.2,-1.1,-21.5,1.12,4.8,-12.3
C[C@]12CCC3C(CC[C@H]4C[C@@H](O)CC[C@]34C)C1C[C@@H](O)C2=O (some centres undefined),47.0,0.949,0.1,5.1,-3.5,2.0,1.12,0.7,-11.6
Cc1cc(S(=O)(=O)NCc2ccccc2)ccc1OCC(=O)N1CCN(C)CC1,1.3,1.02,0.5,-1.8,-1.8,0.6,0.99,1.6,1.0
O=Cc1cn(Cc2ccccc2[N+](=O)[O-])c2ccccc12,-9.6,0.98,-1.9,2.0,-4.9,1.0,1.04,-0.3,-3.9
Cc1ccc(NC(=O)[C@@H](NC(=O)N2C[C@H]3C[C@@H](C2)c2cccc(=O)n2C3)C(C)C)cc1,-0.8,1.01,-0.1,-0.7,-1.1,1.6,0.999,-1.5,0.1
O=S(=O)(c1ccccc1)N1CC1c1ccccc1 (centres undefined),1.0,1.09,-2.5,-8.8,-4.0,-1.5,1.07,-2.1,-7.0
OC(CN1CCCCC1)c1c[nH]c2ccccc12 (centres undefined),15.6,1.08,-0.9,-8.0,-1.2,0.3,0.967,-0.2,3.3
Cc1ccc(-n2c(O)c(C=NCc3ccccn3)c(=O)[nH]c2=S)cc1,32.6,0.868,-0.8,13.2,-1.7,0.5,1.11,-1.8,-11.4
O=C1NC(=O)C(CCc2ccncc2)(Cc2ccc([N+](=O)[O-])cc2)C(=O)N1,-13.8,1.09,-2.7,-9.4,0.9,-0.2,1.15,-0.8,-15.2
CC(O)CNc1ccc([N+](=O)[O-])c2cccnc12 (centres undefined),21.5,0.783,0.0,21.7,1.1,-20.0,0.794,0.7,20.6
O=C(CCC(=O)N1CC2C[C@@H](C1)Cn1c2cccc1=O)NCCc1ccccc1F,5.3,0.927,-0.8,7.3,-9.7,0.3,0.999,-1.9,0.1
Cc1cc(S(=O)(=O)NCC(C)C)ccc1OCC(=O)N1CCN(Cc2ccccc2)CC1,13.3,1,-2.9,-0.3,-2.2,-1.1,1.22,-0.9,-22.0
O=C(Cc1ccccc1)N1CCN(Cc2cccc(Cl)c2)CC1,14.4,0.996,-0.8,0.4,6.8,1.9,0.899,-6.5,10.1
COc1ccc(CCN(C)Cc2c(F)cccc2F)cc1OC,8.6,0.94,-2.1,6.0,-3.3,-1.5,0.89,1.3,11.0
Clc1ccc(NC2=NCCCS2)cc1Cl,31.4,0.967,-3.2,3.3,-10.0,0.5,0.695,1.0,30.5
COc1ccc(C(=O)N2CCOCC2)cc1S(=O)(=O)N1CCC(C)CC1,10.7,0.999,0.4,0.1,-0.3,-3.7,0.853,0.0,14.7
CCc1ccc(N2C(=O)NC(=O)/C(=C/c3ccsc3)C2=O)cc1,-5.9,1.06,0.2,-6.1,1.6,.,0.922,2.6,7.8
C1=C(c2c[nH]c3ccccc23)CCNC1,14.9,1.05,-6.0,-5.5,-8.4,.,1.04,-4.4,-3.9
CN(C)P1(N(C)C)=Nc2c(c(N)nn2C)C(c2ccccc2)=N1,6.0,1.03,-0.1,-3.3,-9.1,2.9&1.8,1.01,-4.9,-1.2
Cc1cc(C=O)c(C)n1CC1CCCO1 (centres undefined),10.8,0.942,-0.8,5.8,-0.9,-0.7,1.18,1.0,-17.5
CN1/C(=C\C=C2C(=O)NC(=O)NC2=O)C(C)(C)c2ccccc21,34.9,0.783,-1.1,21.7,-21.7,-36.1,0.959,-12.0,4.1
C[C@]12CCC(=O)C=C1C=C[C@@H]1[C@@H]2CC[C@@]2(C)[C@H]1CC[C@@]2(O)CCC(=O)O,9.3,1.01,1.6,-0.6,1.6,-1.8,0.883,1.8,11.7
COC(=O)C1=C(c2ccc(S(C)(=O)=O)cc2)C[C@@H]2CC[C@H]1N2C(=O)NCCNC(C)=O,12.5,1.02,-1.0,-2.5,-3.4,3.6,0.967,-1.7,3.3

# Source: PubChem BioAssay (Sanford-Burnham Center for Chemical Genomics)
